RNase H inhibition – RNase H inhibition, HIV 1 Gag Pol polyprotein, FRET biochemical assay, screening (AID 372) | actives 0.77% (n = 100,000) | HIV-1 RT RNase H, FRET RNA/DNA substrate fluorescence; higher % means a stronger effect | inhibition, % at 10 µM, or IC50 in µM where a hit was titrated; in the data active = inhibition above about 50%
Active calls of the source: *. These rows are one share of the data; rates above refer to the full screens.

SMILES	RNase H inhibition
COc1ccc(C2CC(=O)N(C)C3=C2C(=O)CC(C)(C)C3)c(OC)c1 (stereo not drawn)	4%
C=CCOc1ccccc1C=C1C(=O)NC(=S)NC1=O	23%
Fc1ccc(C2=NN(c3ccccc3)C(c3ccccc3Cl)C2)cc1 (stereo not drawn)	12%
O=C(/C=C/c1cccc([N+](=O)[O-])c1)N1CCN(Cc2ccc3c(c2)OCO3)CC1	8%
COc1ccc(N=Cc2ccc(Br)s2)c([N+](=O)[O-])c1	14%
Cc1cc(Br)c(Nc2nc(N/N=C\c3cn[nH]c3-c3ccccc3)nc(N3CCOCC3)n2)cc1Cl	21%
CCN1C(=O)NC(c2ccccc2Cl)C(C(=O)OCCOC)=C1C (stereo not drawn)	8%
CCOc1ccccc1CN1CCN(S(=O)(=O)c2ccc(OC)cc2)CC1	15%
C/C(=N\NC(=O)Cc1ccccc1)c1ccco1	7%
O=C1C=CC(=O)N1c1ccccc1SC(F)(F)F	0%
O=[N+]([O-])c1ccc2[nH]c3c(c2c1)CCCC3=NCCO	11%
CCOc1ccc(S(=O)(=O)N(CC(=O)NC(C)(C)C)c2ccc(C)cc2)cc1	8%
COc1cccc(NC(=O)Nc2ccc(Cl)cc2)c1	5%
Cc1c(C(=O)Nc2ccc(F)cc2)cccc1[N+](=O)[O-]	3%
Cc1cccc(NC(=O)c2ccccc2NC(=O)c2ccccc2F)c1	17%
O=C(Nc1nnc(CSCc2ccccc2F)s1)Nc1ccccc1F	45%
COc1cc(/C=N/NC(=O)CSc2ccccn2)cc(OC)c1OC	8%
COc1ccc2c(c1)CCC/C2=N/OC(=O)c1ccc(OC)c([N+](=O)[O-])c1	3%
NC(=O)C1(S(=O)(=O)c2ccccc2)CCCCC1	12%
COC(=O)c1ccccc1NC(=S)NC(=O)c1ccc(OC)cc1	13%
Cc1ccc(OCCCCN2CCCCC2)c(C)c1	19%
O=c1cc(-c2ccccc2[N+](=O)[O-])nc(-c2ccco2)o1	9%
C/C(=N\NC(=O)c1ccc(Cl)c(Cl)c1)c1ccccn1	21%
Oc1ccc2ccccc2c1C=Nc1ccc(Cc2ccc(N=Cc3c(O)ccc4ccccc34)cc2)cc1	38%
CC(Oc1ccccc1)C(=O)Nc1c(Cl)cccc1Cl (stereo not drawn)	5%
Additional entries.
SMILES	RNase H inhibition
CCOC(=O)C1=C(C)N=c2s/c(=C\c3ccc(-c4cccc([N+](=O)[O-])c4)o3)c(=O)n2C1c1cc(OC)ccc1OC (stereo not drawn)	14%
O=C(COc1cc(Cl)c(Cl)cc1Cl)N/N=C/c1ccncc1	7%
CCOC(=O)C1=C(C)N=c2s/c(=C\c3cc(Br)c(OC)cc3OC)c(=O)n2C1c1ccc(Cl)cc1 (stereo not drawn)	2%
Cc1ccccc1CNC(=O)C(C)Sc1ccc(Cl)cc1 (stereo not drawn)	6%
CCCOc1ccc(C(=O)NC(=S)Nc2cccc(Cl)c2Cl)cc1	15%
COc1ccc(NC(=O)CN(c2ccc(C)cc2)S(=O)(=O)c2ccc(SC)cc2)cc1OC	12%
COc1cc(NC(=O)c2cc3nc(-c4ccccc4)cc(C)n3n2)cc([N+](=O)[O-])c1	19%
O=C1CC(c2ccccc2)CC2=C1C(c1cc(F)ccc1F)Nc1ccccc1N2 (stereo not drawn)	13%
CN(C)C(=O)CCc1cc(C(C)(C)C)c(O)c(C(C)(C)C)c1	6%
Fc1c(F)c(F)c(/C=N/Nc2nnc(-c3ccccc3)c(-c3ccccc3)n2)c(F)c1F	8%
Cc1ccc(/C=N/NC(=O)c2c[nH]c3ccccc23)s1	7%
COc1cc2c(cc1OC)CN(Cc1cc(C(C)(C)C)cc(C(C)(C)C)c1O)CC2	0%
COCCCNS(=O)(=O)c1ccc([N+](=O)[O-])cc1	0%
CCC(C)C(=O)N1c2ccc(OC)cc2-c2c(ssc2=S)C1(C)C (stereo not drawn)	27%
CCOc1ccc(C2C(C(=O)OC(C)C)=C(C)NC3=C2C(=O)CC(c2ccccc2)C3)cc1OC (stereo not drawn)	13%
CCOc1ccc(N2C(=O)/C(=C/c3cccs3)SC2=S)cc1	7%
CC1(CC(=O)N/N=C/c2cc3c(cc2Br)OCO3)OCCO1	4%
Cc1ccc(C(=O)c2coc3ccc(O)c(CN4CCOCC4)c23)cc1	9%
C/C(=N/Nc1cc(-c2ccccc2)nc(-c2ccccc2)n1)c1ccc(F)cc1	12%
OCC1OC(Nc2ccccc2)C(O)C(O)C1O (stereo not drawn)	2%
Cc1cccc(N2C(=O)/C(=C/c3ccccc3C(=O)O)SC2=S)c1C	8%
O=C1NC(=S)NC(=O)C1=Cc1ccc(-c2ccccc2C(=O)O)o1	8%
Cc1ccc(-c2nc3ccccc3o2)cc1NC(=O)c1cccc(Cl)c1	47%
O=C(N/N=C/c1ccc(Cl)c([N+](=O)[O-])c1)c1cc2ccccc2o1	59%*
O=C1C(=O)N(CCc2ccccc2)C(c2ccccc2[N+](=O)[O-])/C1=C(/O)c1ccccc1 (stereo not drawn)	12%
More compounds follow.
SMILES	RNase H inhibition
Cc1ccccc1C(=O)NNC(=O)OC(C)(C)C	5%
CC(=O)Nc1ccc(/C=C(\C#N)c2nc(-c3ccc([N+](=O)[O-])cc3)cs2)cc1	15%
COc1ccc(/C=N/n2cnnc2SC)cc1OC	0%
CCOc1ccccc1NC(=O)CCN1C(=O)/C(=C/c2ccccc2F)SC1=S	27%
COc1cccc2cc(-c3nc(-c4ccc(C)c(C)c4)cs3)c(=O)oc12	10%
C=CCSc1nc2sc(C(=O)O)c(C)c2c(=O)[nH]1	0%
O=C(CCc1ccccc1)Nc1ccc(NS(=O)(=O)c2ccccc2)cc1	17%
CCOc1ccc(N2C(=O)NC(=O)C(=S(C)C)C2=O)cc1	11%
CCN1C(=O)C(=O)c2cc(Br)ccc21	1%
O=c1/c(=C\c2ccc(OCc3ccc([N+](=O)[O-])cc3)cc2)sc2nc3ccccc3n12	15%
CCCn1c(=O)c(C(=O)Nc2ccccc2O)c(O)c2ccccc21	17%
O=C(Nc1cccnc1)c1ccccc1F	11%
O=C(Cc1ccccc1)NC(NC(=S)Nc1ccccc1Cl)C(Cl)(Cl)Cl (stereo not drawn)	7%
COc1ccc(S(=O)(=O)n2nc(C)c(Sc3ccccc3)c2C)cc1	26%
Cc1cc(C)c(NC(=O)C(c2ccccc2)c2ccccc2)c(C)c1	10%
N#CSCCCOc1ccc2ccccc2c1	0%
COc1ccc(OC)c(/C=C2\SC(=N)N(c3ccc(F)cc3)C2=O)c1	36%
CCn1c(/C=C(/OC(=O)c2ccccc2)c2ccccc2)nc2ccccc21	2%
Cc1ccc(C)c(OC2=NS(=O)(=O)c3ccccc32)c1	9%
CC1(C)CC(=O)C2=C(C1)Nc1ccccc1NC2c1ccc(-c2ccccc2[N+](=O)[O-])o1 (stereo not drawn)	8%
Cc1ccc(OCC(=O)Nc2ccc(I)cc2Cl)cc1C	1%
COc1ccc(N(CC(=O)Nc2ccccc2Cl)S(=O)(=O)c2ccc(C)cc2)c(OC)c1	9%
O=C(N/N=C/c1ccc(O)cc1)c1ccc([N+](=O)[O-])cc1	0%
Cc1ccccc1NC(NC(=O)c1ccco1)C(=O)c1ccccc1 (stereo not drawn)	16%
O=C(Nc1ccccc1)N1CCOCC1	0%

A draw from above in order of count of non-hydrogen atoms, rising:
SMILES	RNase H inhibition
NC(=O)C1(S(=O)(=O)c2ccccc2)CCCCC1	12%
CC(Oc1ccccc1)C(=O)Nc1c(Cl)cccc1Cl (stereo not drawn)	5%
COC(=O)c1ccccc1NC(=S)NC(=O)c1ccc(OC)cc1	13%
COc1cc(/C=N/NC(=O)CSc2ccccn2)cc(OC)c1OC	8%
Cc1ccc(-c2nc3ccccc3o2)cc1NC(=O)c1cccc(Cl)c1	47%
COc1cc(NC(=O)c2cc3nc(-c4ccccc4)cc(C)n3n2)cc([N+](=O)[O-])c1	19%
CCOC(=O)C1=C(C)N=c2s/c(=C\c3ccc(-c4cccc([N+](=O)[O-])c4)o3)c(=O)n2C1c1cc(OC)ccc1OC (stereo not drawn)	14%

Continuation.
SMILES	RNase H inhibition
COc1ccc(N2C(=O)CCC([N+](=O)[O-])=C2C)cc1	13%
Cc1oc2cc(Br)c(OC(=O)c3ccc([N+](=O)[O-])cc3)cc2c1C(=O)OC(C)C	9%
COc1ccc(/C(C)=N/NC(=O)c2cccnc2)c(OC)c1OC	6%
COc1ccccc1C1=NN(C(=O)CCC(=O)O)C(c2ccc(Br)cc2)C1 (stereo not drawn)	7%
Clc1ccc(CN2CCN(/N=C/c3cccc(OCc4ccccc4)c3)CC2)cc1	9%
CCOc1cc(C(=S)N2CCOCC2)ccc1OC(=O)c1cccc([N+](=O)[O-])c1	4%
Cc1cc(C=C2C(=O)c3ccccc3C2=O)c(C)n1-c1ccccc1	21%
CC(C)c1ccc(/C=C/C(=O)N2CCN(c3ccc([N+](=O)[O-])cc3)CC2)cc1	6%
CCOC(=O)/C=C(\C)Nc1cc(C)nn1-c1ccccc1	8%
Cc1cc([N+](=O)[O-])ccc1NCc1cccc(C(F)(F)F)c1	14%
O=C(COc1ccc([N+](=O)[O-])cc1)Nc1nc2ccccc2s1	9%
Brc1ccc(-c2cnc3ccccc3n2)cc1	6%
Cc1ccc(/C=C2\SC(=S)N(CCCC(=O)Nc3cccc(C)c3C)C2=O)cc1	5%
COc1cccc(N(CC(=O)N2CCOCC2)S(=O)(=O)c2ccccc2)c1	2%
Cc1cccc(NC(=O)CSc2nnnn2-c2ccccc2)c1C	15%
CCOC(=O)COc1nc(C)cc(C)c1C#N	4%
CN1C(=O)S/C(=C\c2ccccc2OCc2ccc(C(=O)O)cc2)C1=O	11%
CC(C)(C)NC(=O)c1cccc(Oc2ccc([N+](=O)[O-])cc2)c1	0%
CCOc1ccccc1OCCOc1ccccc1C(C)=O	23%
O=C(Nc1ccc2oc(-c3ccc(Br)cc3)nc2c1)c1ccc([N+](=O)[O-])cc1Cl	2%
COc1ccc(NS(=O)(=O)c2c(C)cc(C)cc2C)cc1	15%
COc1ccc(N2CN=C3SC(CO)(CO)C(=O)N3C2)cc1	0%
COCC(C)NC(=O)c1c(-c2c(Cl)cccc2Cl)noc1C (stereo not drawn)	27%
O=[N+]([O-])c1ccc(NCCc2ccccc2)c([N+](=O)[O-])c1	0%
COc1ccc(-c2c(C#N)c(N)c(C#N)c3c2CCCC3)cc1	16%

Some of the entries so far, with bars between the fields.
canonical_smiles | RNase H inhibition
CN1C(=O)S/C(=C\c2ccccc2OCc2ccc(C(=O)O)cc2)C1=O | 11%
CC(C)(C)NC(=O)c1cccc(Oc2ccc([N+](=O)[O-])cc2)c1 | 0%
CCOc1ccccc1OCCOc1ccccc1C(C)=O | 23%
O=C(Nc1ccc2oc(-c3ccc(Br)cc3)nc2c1)c1ccc([N+](=O)[O-])cc1Cl | 2%
COc1ccc(NS(=O)(=O)c2c(C)cc(C)cc2C)cc1 | 15%
COc1ccc(N2CN=C3SC(CO)(CO)C(=O)N3C2)cc1 | 0%

New compounds follow
SMILES	RNase H inhibition
CCOC(=O)C1CCN(C/C=C(\C)CCC=C(C)C)CC1	11%
Cc1ccc(C)c(NC(=O)CSc2nc3ccccc3s2)c1	14%
COc1cc2ccccc2cc1C(=O)Nc1ccc(C)c(NC(=O)c2cc3ccccc3cc2OC)c1	28%
Clc1ccc(-c2ccc(/C=N\n3cnnc3)o2)c(Cl)c1	35%
C=CCN=Cc1c(NCC=C)nc2ccccn2c1=O	6%
COc1cc(/C=N/NC(=O)CSc2n[nH]c(=O)[nH]c2=O)cc(OC)c1O	5%
COc1cc(OC)c(OC)cc1CN1CCN(Cc2ccccc2Cl)CC1	5%
CC1=C(C(=O)OCC(Cl)(Cl)Cl)C(c2ccc(Cl)cc2Cl)NC(=O)N1 (stereo not drawn)	20%
O=C1c2ccccc2C(=O)C1(c1ccccc1)C(C[N+](=O)[O-])c1ccc2c(c1)OCO2 (stereo not drawn)	11%
COc1cc(/C=N/NC(=O)CN2CCCCCCC2)cc(Br)c1O	0%
O=C(Nc1ccc(Cl)c(N2C(=O)c3c(Cl)c(Cl)c(Cl)c(Cl)c3C2=O)c1)c1ccc2ccccc2c1O	43%
Cc1ccc2nsnc2c1NC(=O)c1ccc(-c2ccccc2)cc1	3%
Cc1ccc(S(=O)(=O)N(CC(=O)Nc2cccnc2)c2ccc(Br)cc2)cc1	8%
Cc1cc(C)n(-c2cc(N(C)C)nc(C)n2)n1	0%
Cc1ccc(Cl)cc1NC(=O)C(=O)NCCCO	0%
CC(=O)Oc1c(C(C)C)cc(N(C(C)=O)c2ccccc2)cc1C(C)C	21%
COc1ccc(CNCc2cc(OC)c(OC)cc2OC)cc1	8%
O=C1c2ccccc2C(=O)N1/N=C/c1cc([N+](=O)[O-])ccc1O	8%
CCOC(=O)COc1ccccc1/C=C1\C(=O)NC(=O)N(c2ccc(C)c(C)c2)C1=O	10%
CC1=C(C(=O)OC(C)C)C(c2cccnc2)C2=C(CC(c3ccccc3)CC2=O)N1 (stereo not drawn)	9%
O=C(O)C(c1ccccc1)N1C(=O)/C(=C/C=C/c2ccccc2)SC1=S (stereo not drawn)	5%
CC(=O)C1=C(O)C(=O)N(c2ccc(C)cc2)C1c1cccc([N+](=O)[O-])c1 (stereo not drawn)	4%
CS(=O)(=O)N(CC(=O)Nc1cccc(Cl)c1)c1cccc(C(F)(F)F)c1	10%
CCCCCCCCc1nnc(NC(=O)C(C)(C)C)s1	8%
Cc1ccc(C(C)C)c(OCCn2cc(C=O)c3ccccc32)c1	4%
Following part
SMILES	RNase H inhibition
COC(=O)c1ccc(NC(=S)NC(=O)c2ccccc2I)cc1	11%
COc1ccc(N(CC(=O)NC2CCCCC2)S(=O)(=O)c2ccc(C)cc2)cc1OC	3%
COCCOC(=O)C1=C(C)NC2=C(C(=O)CC(c3ccc(Cl)cc3)C2)C1c1ccc([N+](=O)[O-])cc1 (stereo not drawn)	14%
Cc1cccn2c(=O)c(/C=N/NC(=O)c3ccccc3O)c(N3CCCCC3)nc12	14%
CCc1ccccc1NC(=O)CN(c1cccc(C(F)(F)F)c1)S(C)(=O)=O	7%
NC(=O)c1ccccc1NC(=O)c1cc(Cl)ccc1Cl	10%
